# Bioassay records from PubChem BioAssay.
# FH mod = Identification of activators of human fumarate hydratase by quantitative high-throughput screening; Fumarate hydratase, mitochondrial (Homo sapiens), P07954; FH coupled MDH/diaphorase resazurin fluorescence, 15 min; Potency, µM (top dose mostly 79.9 µM), for the others: at the highest dose activity change, negative = inhibition, actives largely listed as inhibitors; 54,000 tested, 0.22% active; AID 1347055, 2019; note: potency is the fitted concentration of half-maximal effect; % is set by controls: 0 for no effect and ±100 for the full control effect; the screen sought activators but most active calls are inhibition curves; nearly all actives have a fitted effect of over 45% in size
# Target sequence (P07954 whole entry, looked up): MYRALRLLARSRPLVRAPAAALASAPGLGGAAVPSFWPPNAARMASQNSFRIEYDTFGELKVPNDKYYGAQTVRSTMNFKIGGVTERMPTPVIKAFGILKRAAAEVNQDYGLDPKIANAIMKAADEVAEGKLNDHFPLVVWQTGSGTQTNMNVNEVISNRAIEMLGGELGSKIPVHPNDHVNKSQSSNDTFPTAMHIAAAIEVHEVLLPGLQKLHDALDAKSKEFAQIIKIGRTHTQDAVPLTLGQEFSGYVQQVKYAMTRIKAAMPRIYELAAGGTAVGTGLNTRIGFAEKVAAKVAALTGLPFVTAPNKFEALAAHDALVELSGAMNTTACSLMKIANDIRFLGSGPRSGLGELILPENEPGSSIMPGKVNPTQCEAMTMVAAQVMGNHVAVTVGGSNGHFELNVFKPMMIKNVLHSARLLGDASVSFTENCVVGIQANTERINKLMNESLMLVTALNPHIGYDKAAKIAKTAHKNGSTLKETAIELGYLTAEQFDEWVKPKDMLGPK
# NTMT1 inhibitor = inhibitors of human N-terminal methyltransferase NTMT1; Potency, µM (top dose mostly 114 µM), without a hit: at the top dose activity change, negative = inhibition, usual class: inhibitors; 59,000 tested, 2.5% active; Q9BV86; NTMT1 MTase-Glo SAH luminescence, purified enzyme;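 note: potency is the fitted concentration of half-maximal effect; plate controls were DMSO vehicle for no effect and no enzyme for full effect; nearly all actives have a fitted effect of over 65% in size; many of its hits are not listed in these tables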
# GALK inh = inhibits human galactokinase | 44,000 tested, under 10 active | AID 1347072 | P51570 | recombinant GALK, Kinase-Glo ATP luminescence, 1 h | Potency, µM (doses to about 57.5 µM), without a hit: at the top dose activity, negative = inhibition, usual class: inhibitors;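 note: plate controls were full GALK reaction for no effect and reaction lacking GALK for full effect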
# Target sequence (P51570 whole entry, looked up): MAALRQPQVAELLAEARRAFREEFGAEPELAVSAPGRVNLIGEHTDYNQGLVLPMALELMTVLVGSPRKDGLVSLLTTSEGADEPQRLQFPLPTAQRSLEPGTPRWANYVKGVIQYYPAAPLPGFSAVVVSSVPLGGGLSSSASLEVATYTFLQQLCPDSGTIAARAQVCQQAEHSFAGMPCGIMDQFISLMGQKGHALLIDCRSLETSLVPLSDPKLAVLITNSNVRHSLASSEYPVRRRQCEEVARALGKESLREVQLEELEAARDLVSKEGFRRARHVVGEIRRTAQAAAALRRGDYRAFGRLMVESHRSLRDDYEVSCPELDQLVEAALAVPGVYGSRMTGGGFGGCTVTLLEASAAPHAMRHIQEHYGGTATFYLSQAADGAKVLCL
#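 Compounds were pinned into ATP buffer, then GALK-galactose mix was added (final 5 nM enzyme, 35 uM ATP, 100 uM galactose, pH 8.0). After 1 h at room temperature, Kinase-Glo Plus was added and luminescence read.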
# p53null 32C kill = selectivity test: cytotoxicity in p53 null cells, permissive temperature; H1299-neo p53 null cells, ATP luminescence, 24 h, 32C; 55,000 tested, 0.62% active; Potency, µM (titrated, usually from 46.1 µM), for inactives: at the top dose activity change, negative = cytotoxicity, usual class: cytotoxic;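 note: potency is the fitted concentration of half-maximal effect; 0% = DMSO only and -100% = full killing by 100 µM tamoxifen; nearly all actives have a fitted effect of over 55% in size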
#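 ATP-content luminescence in p53-null H1299-neo cells after 24 h compound exposure (up to 46 uM) at 32C permissive temperature; 0% and 100% killing set by DMSO and 100 uM tamoxifen; Hill-equation AC50.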
# PTAP-TSG101 blk = blocks PTAP binding to human TSG101, validation | Fluorescence polarization, FITC-PTAP peptide/Tsg101, 20 min | Potency, µM (highest dose often 115 µM), without a hit: top-dose activity change, negative = inhibition, actives largely listed as inhibitors | 44,000 tested, under 10 active | AID 1347069; note: potency is the fitted concentration of half-maximal effect; 0% is about no effect
#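 Steps: Tsg101 binding domain (10 uM final) in HEPES pH 7.5/NaCl/Tween 20/EDTA/TCEP; add compound; add FITC-PTAP peptide (50 nM final); incubate 20 min r.t.; read polarization.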
# B2AR arrestin ag = ADRB2 beta-arrestin recruitment; Potency, µM (highest dose often 46.1 µM), for inactives: at the top dose activation, most hits filed as activators; P07550; HTLA Tango cells, beta-arrestin recruitment, luciferase luminescence, 18 h; AID 1347077; 44,000 tested, under 10 active;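 note: potency is the fitted concentration of half-maximal effect; 0% = DMSO and full agonism = EC100 isoproterenol or metaproterenol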
#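 Receptor–beta-arrestin recruitment read by tTA-responsive luciferase: compound titrations (up to 46 µM) incubated 18 h with Tango cells, then luminescent substrate 15 min at room temperature. Concentration-response fits classified by r2, efficacy and activity.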
# p53null 39C tox = selectivity test: cytotoxicity in p53 null cells, nonpermissive temperature. H1299 p53-null (neo) cells, 39C, ATPlite viability, 24 h. Potency, µM (doses to about 46.1 µM), for the others: at the highest dose activity, negative = cell killing, actives largely listed as cytotoxic. 55,000 tested, 0.97% active;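 note: potency is the fitted concentration of half-maximal effect; 0% = DMSO only and -100% = full killing by 100 µM tamoxifen; nearly all actives have a fitted effect of over 50% in size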
#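 Temperature-shift cytotoxicity format: compound titrations on p53-null or A138V-expressing H1299 cells held 24 hr at 39C, cell ATP then measured, AC50 from Hill model.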
# * = called active by the depositor; ? = inconclusive; · = no result given; [ ] = another dose, or the depositor's remark. Calls come from the whole dose curve; as a rule, active = well fitted curve in the direction sought with a large enough effect; inconclusive = small, poorly fitted or top-dose-only effect, or another doubt; inactive = no such curve, though single readings can be large; an effect the other way counts as inactive or inconclusive.
(1) CCc1nnc2c3ccccc3nc(Nc3ccc(C(C)=O)cc3)n12
(2) CCOC(=O)c1oc2ccc(S(=O)(=O)n3nc(-c4cc(OC)cc(OC)c4)cc3N)cc2c1C
(3) Oc1ccccc1-c1nc(/C=C/c2ccc(F)cc2)nn1-c1ccccc1
(4) Cc1ccc(NC(=O)c2cccc(N3CCCS3(=O)=O)c2)cc1
(5) O=C(c1cccc(Cl)c1)n1nc(-c2cccnc2)nc1NCc1ccccc1
compound no.,1,2,3,4,5
FH mod,5%,-24%,-4%,-22%,-10%
NTMT1 inhibitor,?,-4%,19%,15%,?
GALK inh,3%,7%,4%,-1%,3%
p53null 32C kill,-3%,0%,-4%,?,10%
PTAP-TSG101 blk,-1%,1%,2%,-8%,-3%
B2AR arrestin ag,0%,-2%,1%,-1%,0%
p53null 39C tox,?,0%,-2%,?,1%

(6) COc1cccc2c1cc1c(=O)n(CC(=O)N3CCCCC3)nc(C)n12
(7) CSc1ccc(CCNC(=O)c2cc3cc4cc(C)ccc4nc3s2)cc1
(8) CCCCc1nn2c(=O)cc(COC(=O)CNC(=O)c3ccccc3C)nc2s1
(9) Cc1ccc(Cl)cc1N1CCN(C(=O)Cn2cnc3sc(C)c(S(=O)(=O)N4CCC(C)CC4)c3c2=O)CC1
(10) O=C(NCc1ccccc1)c1ccc2c(c1)nc1n2CCCCC1
compound no.,6,7,8,9,10
FH mod,-15%,-26%,7%,-18%,-2%
NTMT1 inhibitor,?,4%,-3%,22%,-10%
GALK inh,8%,4%,0%,-5%,0%
p53null 32C kill,2%,-8%,-5%,26%,?
PTAP-TSG101 blk,-4%,0%,-2%,0%,5%
B2AR arrestin ag,0%,0%,6%,0%,1%
p53null 39C tox,-11%,-12%,-2%,-15%,?

(11) COc1ccc(OCC(=O)N2CCN(C(=O)c3ccc(OC)c(OC)c3)CC2)cc1
(12) Cc1ccc(C)c(NC(=O)C2CCN(S(=O)(=O)c3c(C)noc3/C=C/c3cccs3)CC2)c1
(13) Cc1ccc(NC(=O)Cc2coc3ccc(C(C)C)cc23)cc1Cl
(14) CCCCC(=O)Nc1ccc2nc(SCC(=O)N3CCCC3)sc2c1
(15) CC1=C(C(=O)Nc2ccc(C)cc2C)C(CC(C)C)n2nc(SCc3ccccc3C)nc2N1 (stereo unspecified)
compound no.,11,12,13,14,15
FH mod,-2%,-6%,?,-9%,1%
NTMT1 inhibitor,12%,?,6%,11%,11%
GALK inh,0%,-1%,2%,6%,0%
p53null 32C kill,-10%,6%,47%[activator],-17%,-8%
PTAP-TSG101 blk,-2%,-7%,-8%,-2%,3%
B2AR arrestin ag,0%,1%,-1%,-4%,-1%
p53null 39C tox,?,16%,?,-12%,-9%

# A draw from above in order of length of the SMILES, descending:
(11) COc1ccc(OCC(=O)N2CCN(C(=O)c3ccc(OC)c(OC)c3)CC2)cc1
(13) Cc1ccc(NC(=O)Cc2coc3ccc(C(C)C)cc23)cc1Cl
(10) O=C(NCc1ccccc1)c1ccc2c(c1)nc1n2CCCCC1
compound no.,11,13,10
FH mod,-2%,?,-2%
NTMT1 inhibitor,12%,6%,-10%
GALK inh,0%,2%,0%
p53null 32C kill,-10%,47%[activator],?
PTAP-TSG101 blk,-2%,-8%,5%
B2AR arrestin ag,0%,-1%,1%
p53null 39C tox,?,?,?

# Additional records.
(16) CCN(CC)C(=O)C1CCN(S(=O)(=O)c2ccc3c(c2)CCCN3C(C)=O)CC1
(17) COc1cc(NC(=O)CCc2c(C)nn(-c3ccc(N4CCCCC4)nn3)c2C)cc(OC)c1OC
(18) Cc1ccc(CN2C(=O)c3ccccc3CC2(C)C(=O)NC2CCCCC2)cc1 (stereo unspecified)
(19) Cc1ccc(-c2nc3cc(C(C)C)ccc3o2)cc1NC(=O)c1cc([N+](=O)[O-])ccc1N1CCOCC1
(20) Cn1c(=O)cc(SCC(=O)N2CCN(c3ccccc3F)CC2)c2cc(Cl)ccc21
compound no.,16,17,18,19,20
FH mod,-37%,·,1%,-18%,-20%
NTMT1 inhibitor,4%,·,8%,7%,-2%
GALK inh,-1%,3%,-3%,9%,0%
p53null 32C kill,-1%,-25%,0%,?,-2%
PTAP-TSG101 blk,2%,-5%,-15%,-4%,1%
B2AR arrestin ag,0%,1%,0%,-1%,-2%
p53null 39C tox,10µM*,-29%,9%,?,-18%

(21) COc1ccc(S(=O)(=O)NCC(c2ccc(N(C)C)cc2)N2CCCC2)cc1 (stereo unspecified)
(22) COc1cccc(CNS(=O)(=O)c2ccc(-c3cc(C(F)(F)F)on3)s2)c1
(23) COc1ccc(OC)c2sc(N3CCN(C(=O)c4ccc5c(c4)CCCC5)CC3)nc12
(24) CCCCNc1nc2c(c(=O)n(Cc3ccc(Cl)cc3)c(=O)n2C)n1C
(25) COCCCNC(=O)CSc1nc(-c2cccc(F)c2)[nH]c1-c1ccccc1
compound no.,21,22,23,24,25
FH mod,13%,-17%,?,-25%,0%
NTMT1 inhibitor,-14%,9%,-1%,-1%,4%
GALK inh,1%,0%,-3%,4%,1%
p53null 32C kill,-3%,6%,17%,-3%,-2%
PTAP-TSG101 blk,-7%,1%,0%,-1%,2%
B2AR arrestin ag,1%,-1%,-4%,-1%,0%
p53null 39C tox,-14%,-8%,?,20%,-22%

(26) COc1ccc(-c2cc(C)no2)cc1S(=O)(=O)NCc1cccs1
(27) O=C(CCC1N=C2c3ccccc3N=C(SCc3ccc(F)cc3)N2C1=O)NCc1cccs1 (stereo unspecified)
(28) Cc1ccc(-c2nnn3c2nc(NCCc2ccccc2)c2ccccc23)cc1
(29) CCOC(=O)Cn1c(=O)oc2cc(S(=O)(=O)N3CCN(c4cccc(Cl)c4)CC3)ccc21
(30) O=S(=O)(Nc1ccc(Br)cc1)c1ccc2nc(-c3ccccc3)[nH]c2c1
compound no.,26,27,28,29,30
FH mod,-14%,-19%,3%,-15%,-24%
NTMT1 inhibitor,4%,8%,-9%,-3%,-9%
GALK inh,0%,3%,5%,-2%,-1%
p53null 32C kill,11%,4%,?,-3%,-1%
PTAP-TSG101 blk,3%,-1%,1%,-1%,1%
B2AR arrestin ag,-1%,-1%,1%,-2%,-2%
p53null 39C tox,-26%,-1%,-3%,-11%,?

(31) COc1ccc(-c2cc(C(F)(F)F)nc(SCCC(=O)Nc3ccccc3F)n2)cc1
(32) O=C(NC1(C(F)(F)F)N=C(c2ccccc2)N(C2CCCCC2)C1=O)c1ccccc1F (stereo unspecified)
(33) CCOC(=O)c1c(C)[nH]c(CCC(=O)Nc2c(C)cccc2CC)c1C
(34) COc1ccc(CNC(=O)c2cnn(-c3ccc(F)cc3)c2-n2cccc2)cc1
(35) Cc1ccc2c(c1)cc(C(=O)NCc1ccc(F)cc1)n2C
compound no.,31,32,33,34,35
FH mod,-9%,4%,0%,-27%,-8%
NTMT1 inhibitor,0%,?,-1%,-2%,9%
GALK inh,5%,-1%,0%,-1%,-10%
p53null 32C kill,-5%,·,-10%,8%,-11%
PTAP-TSG101 blk,-4%,-10%,-4%,-2%,0%
B2AR arrestin ag,0%,-2%,0%,1%,-4%
p53null 39C tox,-19%,·,-3%,11%,1%

(36) CCN(C(=O)CSc1nc2ccccc2n1CC(=O)Nc1cccc(C#N)c1)c1ccccc1
(37) CCOCCCNC(=O)CN1C(=O)COc2ccc(S(=O)(=O)N3CCOCC3)cc21
(38) CCc1ccccc1NC(=O)CSc1nc(-c2ccccc2OC)nc2c1Cc1c(CO)cnc(C)c1O2
(39) COC(=O)c1ccc(Nc2ncnc3c2cnn3C)cc1
(40) CN1CCc2c(sc(NC(=O)CSc3ccc(F)cc3)c2-c2nc3ccccc3s2)C1
compound no.,36,37,38,39,40
FH mod,?,-10%,-19%,1%,4%
NTMT1 inhibitor,4%,5%,-17%,6%,2%
GALK inh,-3%,8%,1%,-3%,0%
p53null 32C kill,2%,-9%,3%,-2%,-1%
PTAP-TSG101 blk,-1%,-6%,0%,-3%,?
B2AR arrestin ag,0%,-2%,1%,-1%,-4%
p53null 39C tox,4%,-18%,?,0%,16%

(41) COc1ccc(NC(=O)Cc2csc(COc3cccc(C)c3)n2)cc1OC
(42) CCOC(=O)c1c(C)[nH]c(C)c1S(=O)(=O)N1CCCC(C(=O)Nc2ccc(OC)c(OC)c2)C1 (stereo unspecified)
(43) COc1cccc(S(=O)(=O)N2CCN(Cc3ccc4c(c3)OCO4)CC2)c1
(44) O=C(NCc1ccc2c(c1)CCN2C(=O)c1ccncc1)c1ccccc1Br
(45) COc1ccc(NC(=O)Cn2c(=O)n(-c3cc(C)cc(C)c3)c(=O)c3oc4ccccc4c32)cc1OC
compound no.,41,42,43,44,45
FH mod,-11%,0%,1%,7%,-10%
NTMT1 inhibitor,2%,7%,1%,5%,-1%
GALK inh,0%,1%,0%,-6%,0%
p53null 32C kill,-8%,9%,3%,1%,-12%
PTAP-TSG101 blk,0%,1%,-2%,-1%,-7%
B2AR arrestin ag,-4%,1%,0%,-3%,-1%
p53null 39C tox,-6%,17%,25%,11%,-21%

(46) O=C(O)Cn1ccc2cc(S(=O)(=O)N3CCCCCC3)ccc21
(47) CCC(=O)N1N=C(c2ccc(OC)cc2)CC1c1cn(-c2ccccc2)nc1-c1cccs1 (stereo unspecified)
(48) COc1cccc(-c2cc(C(F)(F)F)nc(NCc3ccc(F)cc3)n2)c1
(49) CCN(CC)c1ccc(C2Nc3ccccc3-c3cc(C)nn32)cc1 (stereo unspecified)
(50) CCN(Cc1ccccc1)S(=O)(=O)c1ccc(N2CCCCS2(=O)=O)cc1
compound no.,46,47,48,49,50
FH mod,-15%,0%,?,?,-7%
NTMT1 inhibitor,6%,2%,3%,-3%,17%
GALK inh,7%,10%,-2%,0%,-3%
p53null 32C kill,-6%,·,10%,1%,-7%
PTAP-TSG101 blk,-5%,5%,-2%,-3%,-1%
B2AR arrestin ag,-1%,0%,0%,-1%,0%
p53null 39C tox,-22%,·,24%,7%,-11%

(51) CC(C)COc1ccc(C2=NC(c3ccncc3)=Nc3ccc(F)cc3N2)cc1
(52) Cc1ccccc1S(=O)(=O)Cc1ccc(C(=O)NC2CCC(C)CC2)o1 (stereo unspecified)
(53) COc1cccc(CNC(=O)c2ccc(-n3c(C)cc4c3CCCC4)cc2)c1
(54) COc1ccc(C2C=C(c3ccc(F)cc3)Nc3nc(-c4ccc(Cl)cc4)nn32)cc1 (stereo unspecified)
(55) CCOC(=O)c1c(C)[nH]c(C)c1S(=O)(=O)NCC(=O)NCc1ccc(C)cc1
compound no.,51,52,53,54,55
FH mod,-24%,-3%,1%,-7%,-17%
NTMT1 inhibitor,-3%,7%,-1%,22%,-5%
GALK inh,3%,1%,0%,0%,-2%
p53null 32C kill,-8%,-4%,-11%,27%,3%
PTAP-TSG101 blk,0%,-1%,1%,0%,-1%
B2AR arrestin ag,-2%,1%,?,0%,1%
p53null 39C tox,10%,-8%,-18%,-17%,-21%

# A portion of the library, so the mix of outcomes need not match the whole.
